Source: PubChem
SIRT5 block – blocks human SIRT5 desuccinylation of peptide; Q9NXA8; Purified SirT5, succinyl-peptide AMC, trypsin-coupled fluorescence; inhibition, % at 15 µM; 330,000 tested, 1.1% active; AID 652115; in the data active = inhibition above about 15%
Target sequence (Q9NXA8 whole entry, looked up): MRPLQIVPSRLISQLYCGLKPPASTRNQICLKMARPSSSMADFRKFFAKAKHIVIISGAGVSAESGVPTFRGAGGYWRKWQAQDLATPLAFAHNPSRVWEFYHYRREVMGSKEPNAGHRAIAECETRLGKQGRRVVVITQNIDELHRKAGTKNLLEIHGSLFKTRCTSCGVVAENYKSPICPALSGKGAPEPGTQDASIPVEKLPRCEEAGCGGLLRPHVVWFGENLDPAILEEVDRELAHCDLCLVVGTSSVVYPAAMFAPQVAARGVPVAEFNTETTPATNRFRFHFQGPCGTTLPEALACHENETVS
esBAF inh – SWI/SNF esBAF complex inhibition; reporter increase, % at 12.5 µM; AID 602393; mouse ES cells, Bmi1-luciferase knock-in reporter, 24 h; 100% = twice the neutral-well signal; 350,000 tested, 2% active; in the data active = activation above about 40%;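 also: 0% = median of the plate's neutral control wells and 100% = double that signal; a rise in the Bmi1 reporter signal indicates esBAF inhibition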
FN deposit inh – fibronectin deposition inhibition | AH1F fibroblasts, Alexa488-fibronectin deposition fluorescence, overnight | 350,000 tested, 0.086% active | inhibition, % at 12.6 µM;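 active = mean inhibition across replicates of 30% or more, regardless of how many single replicates reach that level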;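 also: positive control wells lacked labelled fibronectin entirely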
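Measured by – fluorescence 485/525 nm · System – AH1F fibroblast monolayer, labelled fibronectin deposition · Amount – 10000 cells per well · Buffer or medium – serum-reduced DMEM (2% serum) · Doses – single dose, pinned · Also added – fluorescent fibronectin at 24 nM final · Schedule – 1 h cell attachment, overnight exposure to compound and label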
LGR2 antag – blocks bursicon-induced cAMP signaling via Drosophila LGR2; inhibition, % at 9.99 µM; HEK293 LGR2, CRE-luciferase, bursicon-stimulated, 4 h; 380,000 tested, 0.35% active;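 active = drop in luminescence signal, shown as inhibition above about 50% in the replicate tests, limit read from the data, passing the limit was not always enough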;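 also: agonist challenge used bursicon conditioned medium at about half maximal strength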
S100A4 inh HTS – S100A4-myosin IIA interaction inhibition; P26447; S100A4/TAMRA-MyoIIA peptide fluorescence polarization; inhibition, % at 10.7 µM; 360,000 tested, 0.14% active;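 active = mean inhibition of at least 70% across replicates, with every replicate also reaching that level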
Target sequence (P26447 whole entry, looked up): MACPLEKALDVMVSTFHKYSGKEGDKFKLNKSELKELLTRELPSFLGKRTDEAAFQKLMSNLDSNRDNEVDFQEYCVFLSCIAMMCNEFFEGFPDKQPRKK
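Test system: S100A4 monomer protein. Medium: HEPES buffer with Ca2+, pH 7.2. Reagent: fluorescent myosin IIA peptide, 5 nM. Compound dosing: single-point compound testing. Timing: 5 min between mix addition and reading. Benchmarks: DMSO neutral and TFP positive wells.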
C2C12 statin – suppressors of simvastatin-induced myotoxicity in C2C12 myotubes. rescue of ATP level, % at 7.49 µM. 330,000 tested, 0.78% active. ATP luminescence, 48 h; scaled: DMSO 0, geranylgeraniol control 100. AID 602340;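 active = mean ATP rescue above about 67%, or every replicate alone reaching that limit, limit read from the data, passing the limit was not always enough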;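 also: myotubes were challenged with 10 µM simvastatin during compound exposure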
CASP6 VEID inh – inhibitors of human caspase-6. P55212. purified caspase-6, Z-VEID-R110 cleavage fluorescence. inhibition, % at 12.5 µM. 350,000 tested, 0.53% active;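 active = mean inhibition across replicates at least about 35%, with every replicate also reaching that limit, limit read from the data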;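 also: 0% = median of neutral control wells and 100% = no fluorescence left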
Target sequence (P55212 24-179 limits assumed): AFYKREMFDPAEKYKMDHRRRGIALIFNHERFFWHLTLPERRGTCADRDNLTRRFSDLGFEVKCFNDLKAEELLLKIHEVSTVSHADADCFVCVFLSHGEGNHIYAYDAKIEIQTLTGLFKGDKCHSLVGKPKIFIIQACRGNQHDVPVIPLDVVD
Target sequence (P55212 194-293 limits assumed): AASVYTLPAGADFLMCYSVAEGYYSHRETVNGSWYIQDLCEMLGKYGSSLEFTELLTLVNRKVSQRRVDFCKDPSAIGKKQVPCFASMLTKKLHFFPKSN
The depositor's hits bear a star; . = no result given; & = joins results of further samples.

cpd	SMILES	SIRT5 block	esBAF inh	FN deposit inh	LGR2 antag	S100A4 inh HTS	C2C12 statin	CASP6 VEID inh
1	CC(=O)c1ccc(N2CCN(S(=O)(=O)c3ccc4c(c3)C(Cl)(Cl)C(=O)N4)CC2)cc1	-2	-9	-6	3	0	14	10
2	C=C(C)CSc1cc(C)c(C#N)c2nc3ccccc3n12	-9	.	-3	.	-8	.	4
3	CC1Cc2ccccc2N1CC(=O)NC(c1ccccc1)c1ccccc1 (configuration not stated)	-2	.	2	6	3	.	-2
4	O=C(C[C@H]1CC[C@H](NC(=O)C2CCC2)[C@H](CO)O1)NCCCN1CCOCC1	-5	1	-9	-2	1	-3	-1
5	CN(C)S(=O)(=O)c1cccc(NC(=O)COc2ccc(S(=O)(=O)N3CCOCC3)cc2Cl)c1	-4	-5	0	-6	-6	14	-1
6	COc1cc(NC(C)=O)c2ncccc2c1Br	0	-5	-1	-24	4	2	.
7	Cc1ccc(NC(=O)CSc2ccc(-c3ccco3)nn2)cc1	-5	.	2	-14	0	.	6
8	Cn1cnc(S(=O)(=O)N2CCN(C(c3ccccc3)c3ccccc3)CC2)c1	-6	-1	3	3	-6	17	2
9	CC(C)NC(=O)N[C@@H]1CC[C@@H](CC(=O)NCCN2CCCC2)O[C@H]1CO	3	-8	1	19	10	1	-4
10	Cc1noc(C)c1NC(=O)Nc1ccc2c(c1)CC(=O)N([C@@H](C)CO)C[C@H](C)[C@H](CN(C)C(=O)Nc1ccccc1)O2	7	-4	.	-2	7	10	1
11	Cc1oc(C(=O)O)cc1CSc1nnc(-c2ccccc2)n1C	.	4	2	.	.	24	.
12	COc1cccc(-c2ccc3c(c2)[C@@H]2[C@@H](CCN2S(=O)(=O)c2ccccc2OC)[C@@H](CO)N3)c1	3	0	-14	4	-2	-18	3
13	COc1ccc(S(=O)(=O)N(C)C[C@@H]2OCCCC[C@H](C)Oc3ccc(NC(=O)CCCN(C)C)cc3C(=O)N([C@@H](C)CO)C[C@H]2C)cc1	0	-4	.	-13	1	.	1
14	CCc1ccc(NC(=S)Nc2ccc3cn[nH]c3c2)cc1	-7	.	-2	-49	-1	.	7
15	O=C(Oc1ccccc1)c1ccc(NC(=O)c2ccco2)cc1	3	.	-3	.	-2	.	3
16	CCc1cc(=O)oc2cc(C)cc(OC(C)C(=O)NCCN3CCOCC3)c12 (configuration not stated)	-12	-5	-9	1	-2	2	-4
17	N#CCC(=O)N1CCN(C=O)CC1	1	.	5	2	15	.	1
18	CO[C@H]1CN(C)C(=O)c2ccc(NC(=O)Nc3ccccc3F)cc2OC[C@@H](C)NC[C@H]1C	-2	2	-24	-1	-1	10	5
19	COc1cccc(C#Cc2ccc([C@@H]3[C@@H](C#N)N(C(=O)C4CC4)[C@H]3CO)cc2)c1	-2	6	-9	-21	-4	0	-1
20	N#C[C@H]1N[C@@H](CO)[C@@H]1c1ccc(C#CC2CCCCC2)cc1	-5	-8	-39	-11	-6	18	-1
21	COc1ccc(-c2ccc3oc(-c4ccc(OC)cc4)c(-c4ccc(OC)cc4)c3c2)cc1	.	-5	-3	13	-2	5	0
22	Cc1ccc(S(=O)(=O)c2nc(S(=O)(=O)CCO)sc2N2CCOCC2)cc1	1	-2	4	3	-1	23	0
23	Nc1c(C(=O)N2CCCCC2)sc(=S)n1-c1ccccc1	.	13	.	1	.	3	.
24	CCc1ccccc1NC(=S)NCCSc1ccc(Cl)cc1	-3	-5	0	27	0	-6	-1
25	CO[C@@H]1CN(C)C(=O)c2ccc(NS(=O)(=O)c3cccc(F)c3)cc2OC[C@@H](C)N(Cc2cc(F)ccc2F)C[C@@H]1C	.	4	-15	11	-1	12	0
26	Cc1noc(C)c1NC(=O)N(C)C[C@@H]1Oc2ccc(NC(=O)Cn3cnnn3)cc2C(=O)N([C@@H](C)CO)C[C@@H]1C	2	-2	.	-23	-26	2	2
27	O=C1Nc2ccccc2SC(c2ccccc2)C1O (configuration not stated)	.	-13	.	-2	.	15	.
28	Oc1ccccc1C1=NN(c2ccccc2)C(c2ccccc2)C1 (configuration not stated)	0	-13	-5	-47	-7	14	-3
29	CCCN1C[C@H](C)[C@H](OC)CN(C)C(=O)c2cc(NC(=O)CC)ccc2OC[C@@H]1C	.	1	.	10	.	11	.
30	CCC(Sc1nc(N)c(NC(=O)c2ccc(OC)c(OC)c2)c(=O)[nH]1)C(=O)OC (configuration not stated)	-5	0	6	-7	1	0	0
31	CN1CCN(C(=O)C2=NOC3(C2)C(=O)Nc2ccccc23)CC1 (configuration not stated)	-3	.	.	0	-1	.	0
32	Oc1ccc(N=Cc2cc(Br)c(N3CCOCC3)o2)cc1	3	-5	7	-7	-12	-36	10
33	COC(=O)CSc1nc(-c2cccs2)ccc1C#N	1	.	.	-126	-2	.	7
34	C[C@@H]1CN([C@H](C)CO)C(=O)c2cc(NC(=O)Nc3ccc(F)cc3)ccc2O[C@@H]1CN(C)CC1CCCCC1	7	-9	.	-12	21	-24	0
35	Cc1ccc(S(=O)(=O)NNC(=O)c2cnn(-c3ccccc3)c2C(F)(F)F)cc1	-5	.	-15	8	2	.	1
36	Cc1ccc2c(c1)c1c3n2CCCNC3CCC1 (configuration not stated)	.	6	8	.	-5	-19	.
37	Cc1cc(C)nc(N/N=C/c2c(C)oc3ccccc23)n1	12	.	-5	-12	1	.	3
38	COc1ccc(-c2ccc([C@@H]3[C@@H](C#N)N(C(=O)C4CCC4)[C@@H]3CO)cc2)cc1	-3	2	6	9	5	22	1
39	Cc1noc(C)c1S(=O)(=O)Nc1ccc2c(c1)C(=O)N([C@@H](C)CO)C[C@@H](C)[C@H](CN(C)C(=O)Nc1ccc3c(c1)OCO3)OCCCC[C@H](C)O2	-1	-10	.	9	22	.	1
40	COCCNC(=O)c1ccc(CN2CCC(Cc3ccccc3)CC2)cc1	-2	-9	4	-5	-6	1	0
41	Cc1ccc(-c2csc(NCCn3c(-c4ccncc4)nc4ccccc43)n2)cc1	-1	-5	-4	13	-3	23	-1
42	COc1cc(C)c(Cl)cc1S(=O)(=O)N1CCCC1	-4	.	-4	19	1	.	0
43	COc1ccc(NC(=O)N(C)C[C@@H]2Oc3c(NS(=O)(=O)c4ccc(C)cc4)cccc3C(=O)N([C@@H](C)CO)C[C@H]2C)cc1	4	-1	.	-7	8	8	4
44	CO[C@H]1CN(C)C(=O)c2cc(NC(=O)NC(C)C)ccc2OC[C@@H](C)NC[C@H]1C	.	-4	-10	3	.	10	.
45	COc1ccccc1Nc1ccc(N)cc1	0	.	0	5	10	.	4

Some of these compounds in order of count of non-hydrogen atoms, smallest number first:
cpd	SMILES	SIRT5 block	esBAF inh	FN deposit inh	LGR2 antag	S100A4 inh HTS	C2C12 statin	CASP6 VEID inh
14	CCc1ccc(NC(=S)Nc2ccc3cn[nH]c3c2)cc1	-7	.	-2	-49	-1	.	7
28	Oc1ccccc1C1=NN(c2ccccc2)C(c2ccccc2)C1 (configuration not stated)	0	-13	-5	-47	-7	14	-3
34	C[C@@H]1CN([C@H](C)CO)C(=O)c2cc(NC(=O)Nc3ccc(F)cc3)ccc2O[C@@H]1CN(C)CC1CCCCC1	7	-9	.	-12	21	-24	0

Next entries.
cpd	SMILES	SIRT5 block	esBAF inh	FN deposit inh	LGR2 antag	S100A4 inh HTS	C2C12 statin	CASP6 VEID inh
46	CCn1c(C(=O)O)c(CC(=O)N(C)c2ccc(OC)cc2OC)c2ccccc21	-2	1	6	-6	-1	-4	-1
47	Cc1ccc(C(=O)OCC(=O)Nc2ccc(Cl)cn2)cc1S(=O)(=O)N1CCOCC1	-1	-1	3	12	-3	5	8
48	Fc1cc(F)c2nc(Nc3nc4c(F)cccc4s3)sc2c1	0	.	2	-4	-5	.	-1
49	CCC(C)[C@H](NC(=O)N1CC(=O)Nc2ccccc21)C(=O)N1CCC[C@H]1C(=O)O (some centres not stated)	.	-3	.	.	17	11	-2
50	FC(F)(F)c1cc(-c2cccs2)nc2cc(-c3cccs3)nn12	-2	.	8	12	-3	.	0
51	CCCn1nnnc1NCc1ccc(OC)cc1	0	8	-13	10	5	11	-1
52	CC(C)(C)Oc1ccccc1Nc1nc(NCCO)nc(N2CCCC2)n1	.	5	-6	-9	1	-2	1
53	c1ccc(CN2CCN(c3cnc4ccccc4n3)CC2)cc1	-2	45	0	-36	2	10	1
54	CCN(CC)C(=O)CSC1=C(C#N)C(c2ccco2)C(C(=O)OCCOC)=C(C)N1 (configuration not stated)	0	4	8&3	1&0	-1	-13	2
55	Cc1cc(Cl)cc(Cl)c1OCCN1CCCC1	1	3	-1	6	10	-6	-7
56	CCCOC1CCCN(C(=O)c2cc(Cl)c(Cl)cc2C(=O)O)C1 (configuration not stated)	.	-7	10	.	.	7	.
57	Cc1c(NC(=O)C(C)C)cccc1-c1nc2ncccc2o1	4	10	0	1	-2	-5	-1
58	CC(C)(O)C#Cc1ccc([C@@H]2[C@@H](CO)N3CCCCN(C(=O)c4ccncc4)C[C@H]23)cc1	1	8	.	4	-3	6	0
59	Cc1ccc(-c2ccc([C@@H]3[C@@H](CO)N4CCCCN(S(=O)(=O)c5ccccc5C)C[C@@H]34)cc2)cc1	0	5	.	7	-2	19	-4
60	O=C1NC[C@@H](Cc2ccc(O)cc2)N(CC2CCCCC2)C1=O	1	2	-2	-15	0	7	1
61	O=C(OCC(=O)N1CCOCC1)c1ccccc1OCc1ccccc1Cl	.	.	.	-10	-3	1	-2
62	Cc1cc(NC(=O)CCC(=O)N(Cc2ccco2)C2(C(=O)NC3CCCCC3)CCCCC2)no1	-2	0	3	0	-16	-3	.
63	C=CCn1nc(-c2ccccc2)c2c(C)onc2c1=O	-8	6	3	5	-5	1	6
64	O=C(Nc1ccc(F)cc1)N1CC(=O)N2[C@H](CO)[C@H](c3ccc(C#Cc4cccnc4)cc3)[C@@H]2C1	1	.	7	41	-1	.	2
65	CCC(c1nnnn1-c1ccc2c(c1)OCCO2)N1CCN(c2ccccc2OC)CC1 (configuration not stated)	1	.	1	6	0	.	3
66	CN(CC(=O)NCc1cccnc1)S(=O)(=O)c1cc(Cl)ccc1Cl	0	-3	3	-6	-1	13	-2
67	CCC(=O)N1C[C@@H](C)[C@H](OC)CN(C)C(=O)c2cc(NC(=O)C3CCOCC3)ccc2OC[C@@H]1C	.	1	-2	7	39	-51	0
68	O=C(Nc1ccc2c(c1)[C@@H]1C[C@H](CC(=O)N3CCOCC3)O[C@@H](CO)[C@@H]1O2)C1CCC1	.	-7	-1	6	.	0	.
69	COc1ccc(COc2ccc3c(C)cc(=O)oc3c2)cc1	0	38	6	-64	6	10	0
70	COCCNC(=O)C[C@H]1CC[C@H]2[C@@H](COc3ccc(NC(=O)c4ccno4)cc3C(=O)N2C)O1	-9	-3	7	0	3	-4	-3
71	COc1ccc(NC(=O)Nc2ccc3c(c2)CC(=O)N([C@H](C)CO)C[C@H](C)[C@@H](CN(C)C(=O)NC2CCCCC2)O3)cc1	-3	0	.	6	11	-21	0
72	COc1ccc(N2CCN(C(=O)CCNC(=O)Cn3ccc4ccccc4c3=O)CC2)cc1	-1	.	4	-7	-1	.	-1
73	CC(C)NS(=O)(=O)c1ccc(CCC(=O)NCc2ccc3c(c2)OCO3)cc1	.	-6	1	.	.	18	.
74	COc1cccc(-c2cnc3c(c2)C(=O)N([C@H](C)CO)C[C@@H](C)[C@H](CN(C)CC2CCCC2)O3)c1	-44	3	.	-2	37	-15	-15
75	CCOC(=O)N1CCC(NC(=O)c2ccc(Cl)cc2)CC1	0	5	-12	-10	-2	6	0
76	O=C(Nc1ccc(Cl)cc1)c1ccncc1	.	15	-8	.	.	11	.
77	O=C(CNC(=O)c1ccc(Cl)cc1)OCC(=O)c1ccccc1	-3	-1	2	5	7	-1	-4
78	O=C(Cc1ccc(Cl)cc1)Nc1ccc2oc(-c3ccncc3)nc2c1	.	0	-3	.	.	-57	.
79	CCc1nc2sccc2c(=O)[nH]1	0	-13	5	7	-1	-7	-1

Compounds from the list above with a thiophene ring, fused or not (three):
cpd	SMILES	SIRT5 block	esBAF inh	FN deposit inh	LGR2 antag	S100A4 inh HTS	C2C12 statin	CASP6 VEID inh
33	COC(=O)CSc1nc(-c2cccs2)ccc1C#N	1	.	.	-126	-2	.	7
50	FC(F)(F)c1cc(-c2cccs2)nc2cc(-c3cccs3)nn12	-2	.	8	12	-3	.	0
79	CCc1nc2sccc2c(=O)[nH]1	0	-13	5	7	-1	-7	-1

An excerpt; rates above refer to the full screens.
